Rev-RRE block: disrupts HIV-1 Rev binding to RRE RNA; Rev peptide-RRE RNA binding, FRET; 97,000 compounds, 0.79% hits; AID 704; P05866; inhibition, % at 8 µM;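 active = inhibition above the screen-wide mean plus 3 SD, cut at about 35% in these data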;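 note: 0% = median DMSO wells and 100% = median Neomycin B control wells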
Target sequence (P05866 whole entry, looked up): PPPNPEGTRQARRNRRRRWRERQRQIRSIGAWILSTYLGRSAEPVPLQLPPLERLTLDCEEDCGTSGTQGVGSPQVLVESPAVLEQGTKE
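Test system: Cy5-tagged RRE RNA duplex with fluorescein-tagged Rev peptide; Probe or stimulus: labelled Rev peptide; Schedule: 5 min preincubation and 15 min binding, 25 °C; Signal: FRET fluorescence readout; Evaluation: % inhibition from 671/540 nm acceptor-to-donor ratio, scaled between controls; Control set: DMSO and neomycin B.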
MT1-MMP txn act: MT1-MMP promoter transcription activation; HT1080 MT1-MMP promoter luciferase reporter, luminescence, overnight; stronger effect = higher value; activation factor at 10 µM; 86,000 compounds, 0.16% hits;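 active = activation factor of at least 2 for MT1-MMP transcription at 10 µM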
EphB4 ephrin blk: EphB4-ephrin-B2 interaction antagonism. AID 720. inhibition, % at 7 µM. P54760. 97,000 compounds, 0.15% hits. EphB4 LBD / TNYL-RAW-Alexa532 peptide, fluorescence polarization;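 active = inhibition above the screen-wide mean inhibition plus 3 SD, cut at about 15% in these data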;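 note: 0% = DMSO wells and 100% = excess unlabeled TNYL-RAW peptide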
S1P2 antag: blocks the human S1P2 receptor. O95136. cell-based S1P2 antagonist assay, inhibition at 5 uM. inhibition, % at 5 µM. 97,000 compounds, 0.21% hits. AID 736; in the data active = inhibition above about 45%;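 note: CRE beta-lactamase reporter cells expressing human S1P2 stimulated with S1P; 0% = agonist at EC80 alone and 100% = agonist plus reference antagonist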
Target sequence (O95136 whole entry, looked up): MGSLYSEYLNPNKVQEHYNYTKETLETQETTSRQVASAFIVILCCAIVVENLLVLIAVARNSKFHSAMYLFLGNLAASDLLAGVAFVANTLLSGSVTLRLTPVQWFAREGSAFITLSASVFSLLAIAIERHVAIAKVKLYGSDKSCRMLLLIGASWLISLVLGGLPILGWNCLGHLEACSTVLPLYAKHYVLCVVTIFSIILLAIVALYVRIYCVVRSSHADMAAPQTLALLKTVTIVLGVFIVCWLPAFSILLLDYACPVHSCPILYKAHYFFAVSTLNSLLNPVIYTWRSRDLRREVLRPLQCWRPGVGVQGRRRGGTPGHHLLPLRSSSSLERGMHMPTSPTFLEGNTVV
S1P2 agonist: agonists of human S1P2 receptor; S1P2-expressing cell line, agonist reporter read-out; activation, % at 4.5 µM; 97,000 compounds, 0.46% hits; AID 729; in the data active = activation above about 16%;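 note: 0% = vehicle low control and 100% = maximal reference agonist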
PLK1 kinase inh: PLK1 (human) kinase inhibition. recombinant PLK1 kinase, TR-FRET peptide phosphorylation. inhibition, % at 10 µM. 97,000 compounds, 0.53% hits. AID 619;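 active = inhibition of 50% or more in the single-concentration screen; inactive = inhibition below 50%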;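 note: 0% = DMSO max control and 100% = H-89 dihydrochloride min control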
PLK1 PBD inh: inhibitors of human Plk1 polo box domain binding; P53350; Plk1 PBD phosphopeptide binding, fluorescence polarization; inhibition, %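 (tested at about 20 µM)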; 97,000 compounds, 0.13% hits; in the data active = inhibition above about 34%, passing the limit was not always enough
FAK inh: FAK (human) kinase inhibition; 97,000 compounds, 0.84% hits; inhibition, %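 (tested at 7 µM)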; biochemical FAK kinase activity assay; Q05397; in the data active = inhibition above about 19%;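 note: 0% = DMSO and 100% = reference compound high control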
PLAP act: activates human placental alkaline phosphatase; P05187; purified PLAP enzyme, luminescent substrate read-out; stronger effect = higher value; activation fold at 20 µM; 96,000 compounds, 1.2% hits; in the data active = activation fold above about 2
Target sequence (P05187 whole entry, looked up): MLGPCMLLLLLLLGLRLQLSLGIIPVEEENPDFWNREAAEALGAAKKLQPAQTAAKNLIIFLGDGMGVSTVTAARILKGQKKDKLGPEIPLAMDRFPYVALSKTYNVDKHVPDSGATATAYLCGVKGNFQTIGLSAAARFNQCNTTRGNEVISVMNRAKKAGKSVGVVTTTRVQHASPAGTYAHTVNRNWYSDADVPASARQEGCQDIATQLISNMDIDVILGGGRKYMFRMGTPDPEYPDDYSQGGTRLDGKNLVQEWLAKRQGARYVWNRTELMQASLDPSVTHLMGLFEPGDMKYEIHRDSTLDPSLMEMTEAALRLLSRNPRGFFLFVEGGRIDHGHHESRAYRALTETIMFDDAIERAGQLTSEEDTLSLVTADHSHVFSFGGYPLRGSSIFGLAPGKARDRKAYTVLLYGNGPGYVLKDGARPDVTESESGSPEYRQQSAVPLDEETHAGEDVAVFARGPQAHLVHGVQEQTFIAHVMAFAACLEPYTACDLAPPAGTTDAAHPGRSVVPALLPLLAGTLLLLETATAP
Active calls of the source: *; · = no result given.

SMILES	Rev-RRE block	MT1-MMP txn act	EphB4 ephrin blk	S1P2 antag	S1P2 agonist	PLK1 kinase inh	PLK1 PBD inh	FAK inh	PLAP act
CC(C)(CNC(=O)c1cccs1)CNC(=O)c1cccs1	-1	1.1	1	-5	-3	2	5	-2	1.2
COc1ccc(CCN2C(=O)CC(Nc3ccc(N4CCOCC4)cc3)C2=O)cc1OC (stereo unspecified)	-2	1	-7	7	0	-6	5	5	1.4
O=C(c1ccc(Cl)cc1)c1cnc(Nc2ccccc2Cl)s1	7	·	3	-3	-8	-10	-3	3	1.2
Cn1c(NC(=O)c2ccco2)c(-c2ccccc2)c(=O)c2ccccc21	9	1.1	10	1	-2	-6	28	8	1.3
O=C1C(c2ccc(F)cc2)N(Cc2ccc3c(c2)OCO3)C(=O)CN1C1CCCCC1 (stereo unspecified)	8	1	-3	14	-2	-15	6	2	1
CC(NS(=O)(=O)c1ccc(CCC(=O)NCc2cccnc2)cc1)c1ccccc1 (stereo unspecified)	-1	1.2	-5	3	0	-8	4	2	1.4
Cc1cc(C(=O)Nc2cccc3ncccc23)no1	1	0.9	-4	-1	-9	-3	7	-7	1
O=C(O)c1ccccc1NS(=O)(=O)c1cccc(C(F)(F)F)c1	6	1.2	-3	-10	-4	-11	-5	-4	1.6
COc1ccc(C(=O)N2CC3(C)CC2CC(C)(C)C3)cc1OC (stereo unspecified)	2	1.2	4	3	-1	-9	5	0	·
O=C(Nc1cccc(-c2csc(-c3ccccc3)n2)c1)c1cccs1	9	1.4	3	8	-7	-3	9	-1	0.7
Cc1ccc(C)c(OCC(=O)O/N=C(\N)c2ccccn2)c1	9	1.6	4	1	-6	-3	-22	-4	1
O=C(/C=N/O)NCc1cccnc1	6	1	3	13	-3	-6	-14	-4	0.9
CCNC(=O)CN(CCc1ccccc1)S(C)(=O)=O	7	1	12	8	0	-9	-14	3	0.9
Cc1ccc(NC(=O)c2cc(C)on2)cc1	2	1.1	-7	9	0	-11	9	-1	1.1
CS(=O)(=O)N1CCN(C(=O)C2c3ccccc3Oc3ccccc32)CC1	5	1	-7	3	-5	-17	-11	1	1.4
COC(=O)c1c(NC(=O)CN2CCC(C)CC2)c2c(C)cccc2n1C	4	1.1	5	3	-6	0	-7	8	1.5
O=C(CN1C(=O)c2ccccc2S1(=O)=O)NCc1ccccc1Cl	8	1.1	0	23	-5	-4	-30	5	1
CCN(CC)C(=O)N1c2ccccc2CC(N(CC)CC)c2ccccc21 (stereo unspecified)	7	1	-2	15	-4	-12	13	-1	1.4
CNC(=O)CSCc1c(Cl)cccc1Cl	6	1.4	-3	9	1	12	3	1	1
CCS(=O)(=O)CCSc1nc2ccccc2o1	5	1.1	1	-4	-1	-11	7	-2	0.9
COC(=O)c1ccccc1NC(=O)c1sc(=S)n(C)c1N	-4	0.9	-8	-25	-7	-9	9	4	1.1
CCN(CC)S(=O)(=O)c1ccc2c(c1)nc(CCC(=O)Nc1cccc(C(F)(F)F)c1)n2CC	7	1.2	2	19	-6	-16	-11	1	1.1
CS(=O)(=O)N1CCN(C(=O)C(Sc2ccccc2)c2ccccc2)CC1 (stereo unspecified)	3	1	0	-4	-7	-10	-2	0	0.9
CC(C)CC(=O)N1CCC(O)(CS(=O)(=O)Cc2ccccc2)CC1	1	·	-1	5	-5	-18	-16	3	1.1
NS(=O)(=O)c1ccc(NC(=O)COC(=O)CSc2n[nH]c(-c3ccccc3)n2)cc1	4	1.1	-11	-6	-1	-11	-17	1	1.2

Looked up by structure from above, three records:
SMILES	Rev-RRE block	MT1-MMP txn act	EphB4 ephrin blk	S1P2 antag	S1P2 agonist	PLK1 kinase inh	PLK1 PBD inh	FAK inh	PLAP act
CC(C)(CNC(=O)c1cccs1)CNC(=O)c1cccs1	-1	1.1	1	-5	-3	2	5	-2	1.2
CC(C)CC(=O)N1CCC(O)(CS(=O)(=O)Cc2ccccc2)CC1	1	·	-1	5	-5	-18	-16	3	1.1
CNC(=O)CSCc1c(Cl)cccc1Cl	6	1.4	-3	9	1	12	3	1	1

Some entries already given, showing only PLK1 PBD inh and S1P2 antag.
Compound,PLK1 PBD inh,S1P2 antag
CS(=O)(=O)N1CCN(C(=O)C2c3ccccc3Oc3ccccc32)CC1,-11,3
COC(=O)c1c(NC(=O)CN2CCC(C)CC2)c2c(C)cccc2n1C,-7,3
O=C(CN1C(=O)c2ccccc2S1(=O)=O)NCc1ccccc1Cl,-30,23
CCN(CC)C(=O)N1c2ccccc2CC(N(CC)CC)c2ccccc21 (stereo unspecified),13,15
CNC(=O)CSCc1c(Cl)cccc1Cl,3,9

Additional structures:
SMILES	Rev-RRE block	MT1-MMP txn act	EphB4 ephrin blk	S1P2 antag	S1P2 agonist	PLK1 kinase inh	PLK1 PBD inh	FAK inh	PLAP act
COc1cccc(C(=O)NCc2nnc(SCC(=O)Nc3nccs3)n2-c2cccc(C)c2)c1	8	1.3	-1	-16	-7	-10	-16	-1	·
CCOCCCNC(=O)CN1CCN(Cc2ccccc2C)C1=O	5	1	6	16	-4	-10	7	-2	1
O=C1c2ccccc2C(=O)N1CCCCSc1nc2ccccc2o1	18	1.6	-2	-17	-4	-15	-9	0	1.8
O=C(NCc1ccccc1)c1cc(-c2ccco2)on1	1	1.4	4	1	-3	-17	-8	4	1.1
Nc1nc(SCc2ccccc2Cl)ns1	2	1.2	9	-14	2	-1	9	-1	·
Cc1ccc(-n2nc3ccc(NC(=O)/C=C/c4ccco4)cc3n2)cc1C	3	·	3	5	-2	-6	-17	19*	0.9
COC(=O)c1ccc(C(=O)OC)c(N)c1	7	1.2	-1	3	5	-5	28	0	1.1
COc1ccc(OC)c(CCNC(=O)C2CCN(c3nnc(-n4cccc4)s3)CC2)c1	2	1.2	-7	-6	-5	0	-2	4	1.6
COC(=O)C1C(=O)CC(C)(O)C(C(=O)OC)C1c1ccc2c(c1)OCO2 (stereo unspecified)	20	1.1	1	-6	-9	0	-11	-6	1.2
COc1cccc(C(C(=O)NCc2ccco2)N(Cc2ccco2)C(=O)Cn2nnc3ccccc32)c1 (stereo unspecified)	4	1.1	0	2	-9	-15	-17	-1	·
CCc1cc(OCCN2C(=O)NC(C)(C)C2=O)ccc1Cl	3	1.1	-7	-3	-3	-8	-9	1	1.1
COc1cc2c(cc1OC)CN(C(=O)CSc1n[nH]c(N)n1)CC2	-2	1.2	7	-4	-3	1	20	1	1.6
CS(=O)(=O)N(CC(=O)N1CCN(c2ccccc2)CC1)C1CCCCC1	-2	1.1	-5	5	-3	0	-8	-9	0.9
Cc1ccc(C(=O)N2CCN(c3ncccn3)CC2)o1	1	1	-11	6	-7	-12	-1	-12	1
CCN(CC)CCNc1ccc(Cl)cc1[N+](=O)[O-]	4	·	-5	-2	-2	-12	-4	-2	·
O=C(NC(O)C(=O)c1ccccc1)c1cccs1 (stereo unspecified)	11	1.1	0	17	-1	3	-11	-6	0.9
O=C(Oc1ccccc1C(=O)N1CCOCC1)c1cccc(Br)c1	1	1	-4	15	-1	0	-19	-2	1.2
CC(c1ccco1)N(C(=O)COc1ccc(Cl)cc1Cl)c1ccccn1 (stereo unspecified)	11	1.5	-2	9	-4	-5	-3	-1	0.9
CCOC(=O)Nc1ccc2c(c1)N(C(=O)N1CCN(C)CC1)c1ccccc1S2	-2	1	0	-1	0	7	-9	-3	1.2
O=C1CC(=O)N(CCNc2ncc(C(F)(F)F)cc2Cl)C(=O)N1	17	·	2	20	-6	-10	20	1	1.3
c1ccc2c(c1)OCC(c1csc3ncnc(N4CCCCC4)c13)O2 (stereo unspecified)	12	1.1	-5	-17	4	-2	-10	-2	·
O=C(CCNS(=O)(=O)c1ccc(Br)s1)N1CCCCC1	-3	1.2	-9	1	-2	-8	23	2	1
CC(NC(=O)c1ccc(F)cc1)c1nc2ccccc2n1Cc1ccccc1F (stereo unspecified)	9	1	-4	-2	-5	-11	19	-2	1
O=C(O)COc1ccc2c(c1)OCCO2	5	1.1	-2	10	0	-7	-9	1	1.2
Cc1ccc(S(=O)(=O)c2c(C)nn(C(C)(C)C)c2OC(=O)c2cccs2)cc1	16	0.9	3	11	-5	0	-3	0	1.2

The list continues.
SMILES	Rev-RRE block	MT1-MMP txn act	EphB4 ephrin blk	S1P2 antag	S1P2 agonist	PLK1 kinase inh	PLK1 PBD inh	FAK inh	PLAP act
CCOCCC(=O)Nc1cc(Cl)ccc1OC	3	1	0	-23	-1	-3	9	1	0.9
COc1ccc(NC(=O)c2oc3ccccc3c2NC(=O)C(C)(C)C)cc1	14	0.9	-3	5	-2	-4	26	-4	1.2
Cc1ccc(S(=O)(=O)NC(c2ccccc2)C(C)C(=O)n2nc(C)cc2C)cc1 (stereo unspecified)	7	·	-6	-24	-1	-15	-39	1	1.1
CCN1CCN(c2ncc(C(=O)N3CCN(c4ccccc4OC)CC3)c3ccccc23)CC1	7	1.1	-4	-18	3	-9	4	-1	·
O=C(CN(CC1CCCO1)S(=O)(=O)c1ccc(S(=O)(=O)NCC2CCCO2)cc1)Nc1ccccc1 (stereo unspecified)	3	1	1	3	-4	-4	12	1	1
COc1cccc(OCCCCCCN2CCOCC2)c1	7	1.2	-4	-5	4	-13	-16	0	1.7
Cc1ccc(S(=O)(=O)N(C)c2ccc(C(=O)O)cc2)cc1	5	1	-4	-14	-5	-7	0	-2	1
CCC(N1CCOC1=O)S(=O)(=O)c1ccc(C)cc1 (stereo unspecified)	4	1.1	0	5	-4	-16	-22	-1	1
COc1ccc2cc(C(c3nnnn3CCc3ccccc3)N3CCC(O)CC3)c(=O)[nH]c2c1 (stereo unspecified)	20	1	8	18	-4	-14	-1	1	1
CCCOC(=O)CSC1=C(C#N)C(c2ccccc2OCC)C(C#N)C(=O)N1 (stereo unspecified)	-5	1.1	-8	-16	-2	-19	-1	-1	1.2
COCCNC(=O)Cn1cc2c(n1)CCC(C)C2 (stereo unspecified)	·	1.3	·	·	·	-2	20	·	1.1
CCN(CC)CCNC(=O)c1ccc2c(=O)n(C3CCCC3)c(=S)[nH]c2c1	-4	1.2	3	-7	-4	4	5	5	1.3
O=C(Cn1c(=O)n(CCCCC(=O)NC2CCCC2)c(=O)c2ccccc21)NCCC1=CCCCC1	2	·	0	-5	0	2	-10	1	1
CCN(CCCn1c(SCC#N)nc2ccccc2c1=O)c1ccccc1	4	1.2	10	-12	5	8	12	14	0.9
Cc1cccc(C)c1NC(=O)/C(C#N)=C/c1cccs1	12	1.1	4	10	-6	-1	13	-2	0.9
O=C(COC(=O)C1CCCN1C(=O)c1cccs1)c1ccccc1 (stereo unspecified)	11	1.1	6	18	-5	-3	-19	8	1
Cn1c(C(=O)NCCc2ccsc2)cc2c(=O)n(C)c3ccccc3c21	4	1	2	-15	-5	-6	31	2	0.9
Cc1ccc(-n2ccnc2SCC(=O)O)c(C)c1	3	1.1	-1	4	-2	6	2	-2	1.1
Cc1occc1C(=O)Nc1ccc2ccccc2c1	4	0.9	5	14	-6	-5	-9	4	0.9
Cc1ccc(C(=O)N/N=C2\SCC(=O)N2c2cc(C)ccc2C)cc1	11	1.2	-6	-21	-4	-3	-1	-2	·
CCc1nnc(NC(=O)CSc2nnc(C)n2Cc2ccccc2)s1	2	1	6	18	-4	-20	13	-1	·
Cn1c(=O)c2ncn(CC(=O)NCCOc3ccc(C(C)(C)C)cc3)c2n(C)c1=O	4	1.1	-7	8	-2	-6	-6	0	1.1
CC1Sc2ccccc2N(CC(=O)N(C(C)C)C(C)C)C1=O (stereo unspecified)	-1	·	-3	-3	1	-1	2	0	1
CC(C)Nc1nc(Cl)nc(NNC(=O)C(C)Oc2ccccc2)n1 (stereo unspecified)	-4	·	-1	-20	-8	-15	25	-1	2.2*
Cc1ccc(S(=O)(=O)Cc2ccc(C(=O)N3CCN(c4cc(C)ccc4C)CC3)o2)cc1	1	1	-6	-2	-8	-9	-3	4	0.9
COC(=O)c1cc2sccc2n1Cc1nc(-c2ccc(OC)cc2)oc1C	6	1.2	1	1	-8	-9	-13	-3	1
